# MsrA act – bovine MsrA enzyme activators, primary screen, biochemical, absorbance, HTS; Methionine sulfoxide reductase A (Bos taurus); purified bovine MsrA, absorbance read-out; activation, % at 10.6 µM; 0.3% of 360,000 active; AID 602163, 2012; in the data active means activation above about 7.5%;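 further: 0% = vehicle and 100% = reference activator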
# eLon inh – inhibitors of E. coli Lon protease, primary screen, biochemical, fluorescence polarization; inhibition, % at 7.94 µM; purified E. coli Lon protease; 0.42% of 360,000 active; AID 602123, 2011; P0A9M0; in the data active means inhibition above about 13%, passing the limit was not always enough;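 further: 0% = enzyme with probe and DMSO and 100% = no enzyme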
# CendR NRP1 mod – modulators of CendR peptide binding to NRP-1, primary screen, biochemical, fluorescence polarization, uHTS. Neuropilin-1 (Homo sapiens), O14786. FAM-RPARPAR peptide binding to NRP-1. inhibition, % at 25 µM. 0.85% of 360,000 active;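 active means inhibition or corrected inhibition above about 18%, plus a signal ratio from 0.5 to 1.5, limit read from the data, passing the limit was not always enough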; further: strong numbers were not always called active
# MT1-MMP act inh – blockers of MT1-MMP proenzyme processing, primary screen, HT1080 RFP-PRO-GFP cells, GFP/RFP fluorescence; GFP/RFP ratio fluorescence, overnight; percent of plate control window, DMSO zero; Matrix metalloproteinase-14 (Homo sapiens), P50281; GFP/RFP ratio change, % at 20 µM; 0.061% of 360,000 active; AID 651647, 2012;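 active means GFP/RFP ratio change of at least 30% with cell ATP level not reduced by more than half and red fluorescence within 50% of control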; further: strong numbers were not always called active
#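 Test system: HT1080 cells expressing an RFP-PRO-GFP fluorescent reporter construct / Compound dosing: single-point 20 µM compound, 1% DMSO / Schedule: cells overnight before dosing, compound overnight, 37 °C, 5% CO2 / Evaluation: GFP/RFP fluorescence ratio / Control set: DMSO and RFP-L50D-GFP cell wells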
# FAS TE block – FAS thioesterase domain inhibitors, primary screen, biochemical, fluorescence intensity, uHTS. Fatty acid synthase (Homo sapiens), P49327. recombinant FAS-TE, OMFH fluorogenic substrate, fluorescence endpoint. inhibition, % at 15 µM. 0.67% of 360,000 active. AID 602261, 2012;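 active means compounds whose normalised, plate-corrected inhibition of enzyme fluorescence in the single-dose primary screen is 50% or more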;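 further: 0% = DMSO with enzyme and 100% = substrate without enzyme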
# Rin1 Abl inh – inhibitors of Rin1-Abl protein binding, primary screen, biochemical, TR-FRET | AID 588664, 2011 | 0.4% of 360,000 active | inhibition, % at 7.35 µM; in the data active means inhibition above about 5%, passing the limit was not always enough
# Target sequence (P00519 whole entry, looked up): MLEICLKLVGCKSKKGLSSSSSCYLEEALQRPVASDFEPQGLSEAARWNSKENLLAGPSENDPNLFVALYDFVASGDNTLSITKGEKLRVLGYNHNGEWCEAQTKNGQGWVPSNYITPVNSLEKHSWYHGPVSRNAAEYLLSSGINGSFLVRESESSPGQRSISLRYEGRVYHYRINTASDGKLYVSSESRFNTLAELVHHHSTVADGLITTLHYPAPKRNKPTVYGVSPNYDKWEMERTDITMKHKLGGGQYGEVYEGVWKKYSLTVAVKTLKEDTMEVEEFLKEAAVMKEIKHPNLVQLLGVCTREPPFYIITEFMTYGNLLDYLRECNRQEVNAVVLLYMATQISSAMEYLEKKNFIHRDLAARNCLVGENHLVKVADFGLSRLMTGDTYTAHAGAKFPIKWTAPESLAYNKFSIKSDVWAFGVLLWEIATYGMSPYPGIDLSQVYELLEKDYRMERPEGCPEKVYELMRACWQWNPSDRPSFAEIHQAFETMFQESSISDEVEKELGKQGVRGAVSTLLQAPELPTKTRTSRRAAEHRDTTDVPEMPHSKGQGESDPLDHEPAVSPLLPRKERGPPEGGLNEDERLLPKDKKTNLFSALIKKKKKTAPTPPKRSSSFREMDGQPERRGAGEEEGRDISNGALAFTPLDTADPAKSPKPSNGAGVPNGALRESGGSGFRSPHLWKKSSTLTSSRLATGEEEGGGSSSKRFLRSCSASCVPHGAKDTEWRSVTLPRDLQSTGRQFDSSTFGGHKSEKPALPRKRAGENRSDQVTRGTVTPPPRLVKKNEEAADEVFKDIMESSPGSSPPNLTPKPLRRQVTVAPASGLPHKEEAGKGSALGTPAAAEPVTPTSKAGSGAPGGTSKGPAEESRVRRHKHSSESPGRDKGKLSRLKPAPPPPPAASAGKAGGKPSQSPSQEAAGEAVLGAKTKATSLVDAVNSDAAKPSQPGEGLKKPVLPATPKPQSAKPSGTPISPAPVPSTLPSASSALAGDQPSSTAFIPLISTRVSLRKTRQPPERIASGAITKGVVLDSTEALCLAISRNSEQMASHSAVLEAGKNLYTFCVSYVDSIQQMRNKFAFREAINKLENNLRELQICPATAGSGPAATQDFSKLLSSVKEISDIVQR
# Target sequence (Q13671 whole entry, looked up): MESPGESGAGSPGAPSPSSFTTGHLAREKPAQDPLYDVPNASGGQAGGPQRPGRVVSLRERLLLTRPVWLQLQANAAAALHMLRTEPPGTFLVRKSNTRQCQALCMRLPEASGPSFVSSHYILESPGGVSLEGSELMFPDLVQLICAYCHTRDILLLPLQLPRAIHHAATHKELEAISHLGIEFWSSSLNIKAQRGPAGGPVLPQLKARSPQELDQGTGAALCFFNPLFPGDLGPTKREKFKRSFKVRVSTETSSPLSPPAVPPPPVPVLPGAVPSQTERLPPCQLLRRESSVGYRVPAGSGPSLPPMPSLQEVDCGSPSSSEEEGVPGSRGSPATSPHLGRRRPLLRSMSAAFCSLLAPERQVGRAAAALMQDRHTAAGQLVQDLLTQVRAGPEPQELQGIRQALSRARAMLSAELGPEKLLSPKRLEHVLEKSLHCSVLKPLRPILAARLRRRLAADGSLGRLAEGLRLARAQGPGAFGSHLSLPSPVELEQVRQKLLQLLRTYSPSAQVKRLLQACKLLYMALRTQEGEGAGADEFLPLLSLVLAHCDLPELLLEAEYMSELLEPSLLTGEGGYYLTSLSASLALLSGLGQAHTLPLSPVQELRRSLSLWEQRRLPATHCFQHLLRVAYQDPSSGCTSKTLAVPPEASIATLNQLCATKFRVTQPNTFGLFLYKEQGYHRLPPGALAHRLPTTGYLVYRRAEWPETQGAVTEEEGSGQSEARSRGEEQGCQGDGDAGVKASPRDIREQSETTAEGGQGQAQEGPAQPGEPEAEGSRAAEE
# MsrA inh – bovine MsrA enzyme inhibitors, primary screen, biochemical, absorbance, HTS; purified bovine MsrA, absorbance read-out; 0.75% of 360,000 active; AID 651718, 2012; Methionine sulfoxide reductase A (Bos taurus); inhibition, % at 15.5 µM; in the data active means inhibition above about 4.5%;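 further: 0% = vehicle wells with enzyme and 100% = reference inhibitor wells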
# Neddylation inh – inhibitors of cullin neddylation, primary screen, biochemical, TR-FRET, uHTS, NAE and Ubc12. NEDD8-conjugating enzyme Ubc12 (Homo sapiens) + NEDD8-activating enzyme E1 regulatory …. calls only at 25 µM. 0.58% of 360,000 active. AID 651699, 2012; in the data active means inhibition above about 36%
# SKN-1 inh – suppressors of acrylamide-induced Pgst-4::GFP reporter in worms, primary screen, SKN-1 inhibitor project, whole organism, uHTS, GFP/RFP fluorescence ratio, strain VP596; inhibition, % at 21.8 µM; C. elegans VP596 Pgst-4::GFP/RFP ratio, 24 h; 0.49% of 360,000 active;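 active means interference check ratio from 0.5 to 1.5 plus GFP to RFP signal ratio inhibition reaching or exceeding a fixed threshold, cut at about 30% in these data, passing the limit was not always enough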; further: some compounds called inactive have numbers as strong as hits
# The depositor's hits bear a star; i = inactive; . = not tested or not shown; + = active, no number. Random draw from the library (roughly 4.2% active in at least one column).
SMILES,MsrA act,eLon inh,CendR NRP1 mod,MT1-MMP act inh,FAS TE block,Rin1 Abl inh,MsrA inh,Neddylation inh,SKN-1 inh
COC(=O)c1cc(=O)n(Cc2cccs2)c(=NCc2cccs2)s1,-2,-8,8,12,-6,3,0.4,i,3
CC[C@@H]1C=C(C(=O)O)[C@H](c2ccc(OC)c(OC)c2)N1S(=O)(=O)c1ccc(C)cc1,-5,2,0,0,-7,2,1.3,i,-12
O=C(NCc1ccccc1)C(C1CC1)n1c(=O)c(-c2cc3ccccc3[nH]2)nc2ccccc21 (centres undefined),.,.,2,-3,.,.,0.5,.,13
COc1cc(/C=C/c2cccc[n+]2C)ccc1OCC(=O)Nc1ccccc1C,0,0,6,-3,-5,1,0.2,i,13
O=C(Cc1cccs1)Nc1nnc(SCc2cccc3ccccc23)s1,-1,1,-18,-9,-11,-1,-0.4,i,9
c1ccc(-c2ccc(C3=Nn4c(nnc4-c4cc(-c5ccccc5)n[nH]4)SC3)cc2)cc1,-3,-4,-5,5,-1,2,2.0,i,5
CC(C)C(=O)NC(=S)Nc1sc2c(c1C(N)=O)CCCC2,-7,6,-14,-5,-6,-1,2.1,i,-4
O=c1c(C=Nc2ccc(Cl)cc2)c[nH]n1-c1cccc(Cl)n1,-1,11,2,7,-2,2,0.8,i,13
N#Cc1c(-c2ccccc2)c(-c2ccccc2)n(Cc2ccco2)c1NC(=O)c1cccs1,-14,-8,7,-35,40,5,0.5,i,1
[S-]C(=Nc1ccc(Cl)cc1)N[n+]1ccccc1,-5,-7,-19,-7,-8,1,-1.4,i,1
COc1ccc(-c2ccc(CCC(=O)O)n2NC(=O)c2ccc(C(C)(C)C)cc2)cc1,0,2,11,1,-1,-1,-0.2,i,3
O=C(NNC(=O)c1cc(-c2ccccc2)nn1-c1ccccc1)c1ccccc1,-1,11,-6,6,10,-2,-0.4,i,11
Nn1c(-c2cccc(O)c2)nnc1-c1cccc(O)c1,-3,-8,-6,2,-5,1,-0.2,i,16
COc1ccccc1N1CCN(c2ncnc3nc[nH]c23)CC1,-4,-3,5,3,-10,0,-0.2,i,-3
COc1ccc(NC(=O)CN2CC(c3ccccc3)CC2=O)cc1OC (centres undefined),-1,2,5,-5,-3,-2,-0.3,i,-5

# Compounds above containing a Cl atom, in the order listed:
SMILES,MsrA act,eLon inh,CendR NRP1 mod,MT1-MMP act inh,FAS TE block,Rin1 Abl inh,MsrA inh,Neddylation inh,SKN-1 inh
O=c1c(C=Nc2ccc(Cl)cc2)c[nH]n1-c1cccc(Cl)n1,-1,11,2,7,-2,2,0.8,i,13
[S-]C(=Nc1ccc(Cl)cc1)N[n+]1ccccc1,-5,-7,-19,-7,-8,1,-1.4,i,1

# Next section
SMILES,MsrA act,eLon inh,CendR NRP1 mod,MT1-MMP act inh,FAS TE block,Rin1 Abl inh,MsrA inh,Neddylation inh,SKN-1 inh
COC(=O)c1ccc2c(=O)n(Cc3ccc(C(=O)NC(C)C)cc3)c(=S)[nH]c2c1,-2,2,-2,-2,-2,1,0.5,i,-9
O=C(CN1C(=O)CCOc2ccccc21)Nc1cccc(S(=O)(=O)N2CCOCC2)c1,-2,2,-5,-6,-2,4,0.0,i,-3
COc1cc([N+](=O)[O-])cc2sc(NC(=O)C3CC3)nc12,-5,-1,2,0,-4,-2,0.9,i,16
Cc1cc(C)n(-c2ccc(OCC(=O)O)nn2)n1,-3,13,8,2,-6,-2,-0.7,i,3
COP(=O)(c1ccc(N(C)C)cc1)C(O)c1ccccc1 (centres undefined),-1,6,-9,-4,-5,1,1.1,i,3
O=C(NCCc1c[nH]c2ccccc12)c1ccc(Br)o1,-2,2,-2,-1,-6,0,0.6,i,16
O=C(Nc1ccc(F)cc1)N(Cc1ccco1)Cc1cc2cc3c(cc2[nH]c1=O)OCO3,1,3,18,-7,5,-1,0.4,i,19
CCC(c1nnnn1C(C)(C)C)N(Cc1ccco1)Cc1cc2cccc(C)c2[nH]c1=O (centres undefined),-8,-8,10,-14,13,-3,1.3,i,-5
CC1(C)Cc2c(cnn2-c2ccc(F)cc2)C(NC(=O)CCn2cncn2)C1 (centres undefined),-2,-9,5,-2,-3,3,-0.9,i,12
CC(=O)Nc1ccc(NC(=O)CSc2nc3ccccc3c(=O)n2CCCN2CCOCC2)cc1,0,-5,0,16,-3,3,0.4,i,11
CC(=O)c1cccc(NC(=O)COC(=O)COc2ccccc2C)c1,-1,-7,1,3,-6,-3,-0.1,i,2
Cc1ccc(OCCNC(=O)Cc2ccc(S(=O)(=O)N3CCOCC3)s2)cc1,-2,-8,-22,1,-1,0,0.2,i,-15
COCCN1Cc2cccc(C(=O)N3CCN(c4ccccc4)CC3)c2C1=O,3,-2,-1,2,1,2,-1.0,i,20
Cc1ccc(C(=O)OCC(=O)Nc2ccc3[nH]c(=O)[nH]c3c2)o1,0,9,-8,3,-6,3,-0.9,i,4
O=C(c1ccc(C(F)(F)F)cc1)C1CCCN(C(=O)CCc2ccncc2)C1 (centres undefined),-1,5,11,-1,-3,2,1.1,i,-3
CC(=O)Nc1ccc(N2C(=O)c3cccc4c(O)ccc(c34)C2=O)cc1,-1,+,144,-95,-167,-13,-0.2,i,1
O=C(NC(=S)NCC1CCCO1)c1ccccc1[N+](=O)[O-] (centres undefined),-7,-3,-6,3,0,1,0.6,i,9
CN(C)Cc1c(O)ccc2c(-c3ccccc3)cc(=O)oc12,-3,-1,4,-4,-2,3,1.4,i,12
COc1ccc(NS(=O)(=O)c2ccc(Cl)s2)cn1,-1,19*,21,-12,-1,3,0.8,i,-11
COc1ccc(CN2CCN(CC(O)Cn3c4ccccc4c4ccccc43)CC2)cc1 (centres undefined),-3,3,-2,-3,16,4,-2.3,i,10
C/C(=N\NC(=O)C1(C)CC1(Br)Br)c1ccc(C)cc1C (centres undefined),-1,0,4,-3,2,1,-0.8,i,6
O=Cc1ccc(OCc2nnsc2Cl)cc1,-2,-4,1,-3,-4,2,0.1,i,-7
COc1ccc(N2CCN(CCCNC(=O)C(=O)c3c(C)n(C)c4ccccc34)CC2)cc1,-5,5,8,1,-4,-2,0.9,i,11
CCCCOc1ccccc1NC(=O)c1ccco1,-7,7,15,-2,-3,3,-0.1,i,-13
N#CC1(Cc2ccc(Cl)cc2)c2ccccc2C=CN1C(=O)c1ccccc1 (centres undefined),0,-2,10,-11,27,-3,-0.5,i,21
COc1cccc(CN(C)C(=O)c2ccc(OCC(=O)N3CCOCC3)c(OC)c2)c1,0,-2,7,1,-8,3,0.6,i,-2
COC(=O)c1c(N)sc(Cc2ccccc2)c1C,-3,2,-2,6,5,-2,-1.1,i,0
Clc1cccc(NCc2nnc(SCc3ccccc3)o2)c1,-3,-6,-5,0,17,0,-1.0,i,-2
CCOC(=O)Cn1c2ccc(F)cc2c2nc(C)sc21,-1,12,1,4,0,5,1.3,i,8
CC(c1ccccc1)n1cc(C(=O)NCC2COc3ccccc3O2)nn1 (centres undefined),-15,-1,1,7,0,2,0.0,i,-11

# 4 entries from above, reformatted:
canonical_smiles	MsrA act	eLon inh	CendR NRP1 mod	MT1-MMP act inh	FAS TE block	Rin1 Abl inh	MsrA inh	Neddylation inh	SKN-1 inh
COC(=O)c1c(N)sc(Cc2ccccc2)c1C	-3	2	-2	6	5	-2	-1.1	i	0
Clc1cccc(NCc2nnc(SCc3ccccc3)o2)c1	-3	-6	-5	0	17	0	-1.0	i	-2
CCOC(=O)Cn1c2ccc(F)cc2c2nc(C)sc21	-1	12	1	4	0	5	1.3	i	8
CC(c1ccccc1)n1cc(C(=O)NCC2COc3ccccc3O2)nn1 (centres undefined)	-15	-1	1	7	0	2	0.0	i	-11

# Later entries.
SMILES,MsrA act,eLon inh,CendR NRP1 mod,MT1-MMP act inh,FAS TE block,Rin1 Abl inh,MsrA inh,Neddylation inh,SKN-1 inh
COC(=O)c1cc(=O)n(-c2ccc(F)cc2)c(=Nc2ccc(F)cc2)s1,-2,-7,-5,-4,-7,0,0.4,i,6
COc1ccc(S(=O)(=O)Nc2ccc(Cc3ccncc3)cc2)cc1OC,-5,-13,7,0,-2,2,-1.2,i,-8
CCCSc1nc(C)cc(C)c1C(N)=O,-4,-13,0,-5,-7,4,0.2,i,15
O=Cc1cn(-c2ccccc2)nc1-c1cccnc1,-8,-1,-5,0,-3,-1,11*,i,6
CC(=O)Nc1cccc(-c2csc(C(C)(O)c3cccc(F)c3)n2)c1 (centres undefined),-6,-14,-4,-2,2,-2,2.7,i,13
COc1ccc(Cn2c(=O)sc3ccccc32)cc1,-12,5,31*,2,15,4,1.9,i,-9
Cc1c(Cc2ccccc2)sc(/N=C/c2c(O)ccc3ccccc23)c1C(N)=O,-1,-254,-161,-72,-6,0,.,.,5
CC(C)c1ccccc1NC(=O)CNC(C)c1ccc(F)cc1 (centres undefined),-1,0,5,0,-2,1,-0.5,i,9
CN(C)S(=O)(=O)n1cc(/C=C(\NC(=O)c2ccccc2Cl)C(=O)N2CCOCC2)c2ccccc21,-3,-10,14,-4,0,-3,-0.3,i,9
COCCOC(=O)C1=C(N)OC2=C(C(=O)CC(C)(C)C2)C1c1cccnc1 (centres undefined),2,1,3,0,-3,4,0.5,i,8
Nc1nc(SCc2ccc([N+](=O)[O-])cc2)nc2nc3c(cc12)CCCC3,-5,-38,-8,0,3,0,1.4,i,3
CS(=O)(=O)c1ccc2nc(NC(=O)c3ccccc3Cl)sc2c1,-1,2,5,2,-1,-2,-0.4,i,0
Cn1c(SCC(=O)Nc2ccc(F)cc2)nc2c(c1=O)SCC2,-3,0,24*,-2,-1,-3,2.1,i,11
CCCNS(=O)(=O)c1ccc(CCC(=O)N2CCN(c3ccc(OC)cc3)CC2)cc1,-6,4,3,5,-6,4,-0.1,i,16
Cc1ccc(C)c(NC(=O)CSc2nnc(-c3ccncc3)n2N)c1,-2,-6,-21,0,-10,-3,-0.5,i,18
S=C(Nc1cccnc1)N1CCN(c2ccccc2Cl)CC1,-4,1,-5,-2,4,-1,-0.5,i,-23
O=C(NNc1c(Cl)cncc1Cl)c1cccs1,-1,-2,-1,0,-5,-2,1.3,i,-8
Cc1cc(C)cc(N(CC(=O)N2CCn3c2nc2ccccc23)S(=O)(=O)c2c(C)noc2C)c1,-9,-10,-12,-2,65*,4,0.1,i,-9
COC(=O)[C@]1(Cc2ccccc2)N[C@H](c2ccc(SC3CCCCC3)c(OC)c2)[C@@H]2C(=O)N(C)C(=O)[C@@H]21,0,-9,-10,1,33,1,-0.2,i,-13
Cc1ccc(CC(=O)NCCc2ccc(S(N)(=O)=O)cc2)cc1,-2,-13,0,5,-5,2,1.4,i,-15
Cc1ccc(NC(=O)CSC2=C(C#N)C(c3ccco3)CC(=O)N2)cc1 (centres undefined),-11,-6,-25,6,-6,0,0.4,i,-14
CCC1Oc2ccc(Cl)cc2N(CC(=O)O)C1=O (centres undefined),-2,-1,-9,0,-5,-2,.,i,-2
Cc1c(C2CC(=O)N(c3ccccc3)C2=O)[nH]n(-c2ccccc2)c1=O (centres undefined),6,-2,8,9,-1,2,0.7,i,14
CN(Cc1ccon1)C(=O)C1CCN(C2CCN(CCCc3ccccc3)CC2)CC1,-2,13,-20,2,-3,-1,-1.4,i,6
O=C(NCCc1ccccc1)C(=O)NCCC1CCCCN1S(=O)(=O)c1ccccc1 (centres undefined),0,-9,-3,1,13,-1,1.2,i,14
